PG9 binder: binds the HIV-1 gp120 antibody PG9; inhibition, % at 6.7 µM; AID 624416; 0.43% of 360,000 active; TR-FRET gp120-PG9 antibody binding; in the data active = inhibition above about 8.5%
HGIII-sPLA2 inh: Inhibits HGIII-sPLA2 liposome hydrolysis, primary screen; Q9NZ20; QFRET BODIPY PC-A2 liposome hydrolysis, fluorescence; inhibition, % at 12.2 µM; 0.56% of 370,000 active;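 active = inhibition above mean plus 3 SD of compounds lying within the high and low control bounds, cut at about 19% in these data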;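 also: 0% = median of test compound wells and 100% = no enzyme DMSO wells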
Rev-erbA mod: Rev-erb alpha (human) modulation | P20393 | Rev-erbα–FITC-DNA binding, fluorescence polarization, 90 min | activity, % at 10 µM | 0.79% of 370,000 active;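 active = activity above about 14%, limit read from the data; passing the limit was not always enough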;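 also: 0% = DMSO wells with 35 nM protein and 100% = DMSO wells with 750 nM protein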
Target sequence (P20393 whole entry, looked up): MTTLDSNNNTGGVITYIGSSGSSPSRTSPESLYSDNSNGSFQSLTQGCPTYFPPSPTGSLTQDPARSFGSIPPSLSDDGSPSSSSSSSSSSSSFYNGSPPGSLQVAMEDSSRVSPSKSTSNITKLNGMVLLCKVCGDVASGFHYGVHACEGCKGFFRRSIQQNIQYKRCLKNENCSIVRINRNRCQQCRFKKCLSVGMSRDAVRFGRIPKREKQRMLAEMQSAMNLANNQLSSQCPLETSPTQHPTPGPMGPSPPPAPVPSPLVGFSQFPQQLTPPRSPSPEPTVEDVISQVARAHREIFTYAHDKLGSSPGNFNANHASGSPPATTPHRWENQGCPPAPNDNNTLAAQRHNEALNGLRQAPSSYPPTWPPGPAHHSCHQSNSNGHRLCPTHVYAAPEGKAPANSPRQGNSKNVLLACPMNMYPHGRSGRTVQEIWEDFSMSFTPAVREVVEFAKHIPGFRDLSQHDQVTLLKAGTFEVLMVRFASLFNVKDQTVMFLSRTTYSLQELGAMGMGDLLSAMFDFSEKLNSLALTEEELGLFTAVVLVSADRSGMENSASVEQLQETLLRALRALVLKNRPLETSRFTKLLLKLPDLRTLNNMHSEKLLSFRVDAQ
hgDAF12 agonist: hgDAF-12 agonism, primary luciferase screen. HEK293 GAL4-hgDAF12 UAS-luciferase reporter, agonist luminescence; normalized to butyrate control. activation, % at 6.8 µM. 1.8% of 370,000 active;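 active = activation above a cutoff set at the mean of all screened compounds plus 3 SD, cut at about 10% in these data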;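 also: 0% = DMSO wells and 100% = sodium butyrate wells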
FXN GAA850 act: increases GAA850 frataxin promoter reporter activity; activation, % at 6 µM; HEK293 lucGAA850 FXN promoter luciferase reporter, 24 h; percent of 10 µM SAHA response; AID 540364; 0.56% of 360,000 active;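 active = activation above the average of all compounds screened plus 3 SD, cutoff fixed separately per campaign, cut at about 7.5% in these data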;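 also: 0% = DMSO wells and 100% = 10 µM SAHA wells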
hcDAF-12 act: activates DAF-12 receptor from parasite H. contortus; activation, % at 6.8 µM; 1.4% of 370,000 active; AID 652067; HEK293 hcDAF-12 lit1-tk-luc reporter, luminescence; 0% DMSO, 100% Δ7-dafachronic acid;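 active = activation above the mean of all tested compounds plus 3 SD, cut at about 5.5% in these data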;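 also: 100% = response to 3 µM Δ7-dafachronic acid high control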
PLCb3 inh: inhibitors of human phospholipase C beta3 | Q01970 | Purified PLC-beta3, fluorogenic substrate, fluorescence | inhibition, % at 12.2 µM | 0.18% of 370,000 active | AID 720704; in the data active = inhibition above about 11%;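 also: 0% = median of compound wells on plate and 100% = full blocker control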
DAX1 inh-1: DAX1 (NR0B1) inhibition, primary screen; HEK293T StAR-luciferase reporter, SF-1/DAX-1 repression relief; inhibition, % at 6.8 µM; 1.1% of 370,000 active; AID 652010;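 active = inhibition above the mean over all tested compounds plus 3 SD, cut at about 3.6% in these data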;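 also: 0% = DAX-1 cells with DMSO and 100% = cells lacking DAX-1 with DMSO; higher inhibition means more luminescence from relief of DAX-1 repression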
ssDAF-12 act: activates DAF-12 receptor from parasite S. stercoralis | AID 652126 | HEK293 ssDAF-12/GRIP1 lit1-tk-luc reporter, luminescence; % of 3 µM dafachronic acid response | activation, % at 6.8 µM | 1% of 370,000 active;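 active = activation above the mean over all tested compounds plus 3 SD, cut at about 0.9% in these data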;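 also: 0% = DMSO-only wells and 100% = 3 µM delta7-dafachronic acid wells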
SMARCA2 act: increases SMARCA2 function in MMTV reporter cells | activation, % at 9.1 µM | MG213 cells, MMTV-luciferase reporter, dexamethasone, overnight | 1% of 370,000 active; in the data active = activation above about 7.8%;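 also: 0% = vehicle wells and 100% = reference activator wells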
DAX1 inh-2: inhibits human nuclear receptor DAX1; P51843; HEK293 Gal4-DAX1 luciferase reporter, luminescence; inhibition, % at 6.75 µM; 0.99% of 340,000 active; AID 504766;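 active = inhibition above the mean over all tested compounds plus 3 SD, cut at about 4.2% in these data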;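 also: 0% = DAX1-transfected cells with DMSO and 100% = empty-vector control cells with DMSO; inhibition shows as a rise in luminescence from relieved DAX1 repression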
Target sequence (P51843 207-470 limits assumed): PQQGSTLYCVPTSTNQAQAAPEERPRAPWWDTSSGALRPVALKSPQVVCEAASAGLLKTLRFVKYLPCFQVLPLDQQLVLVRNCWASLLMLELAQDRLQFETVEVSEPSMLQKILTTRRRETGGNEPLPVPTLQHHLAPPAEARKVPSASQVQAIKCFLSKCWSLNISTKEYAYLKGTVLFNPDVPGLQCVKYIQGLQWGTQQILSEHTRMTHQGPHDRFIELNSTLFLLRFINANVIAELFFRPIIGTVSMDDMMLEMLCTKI
Numbers without * were called inactive; · = not tested or not shown.

no.	mol	DAX1 inh-1	HGIII-sPLA2 inh	FXN GAA850 act	DAX1 inh-2	SMARCA2 act	PG9 binder	ssDAF-12 act	Rev-erbA mod	hcDAF-12 act	PLCb3 inh	hgDAF12 agonist
1	Cn1cnc2c(cnn2C)c1=N	-0.2	-5	0.5	0.6	-3	-1.7	-1.3	-1	0.4	3	1.2
2	O=C(CCC1CCCCC1)Nc1c[nH]c(=O)[nH]c1=O	0.2	4	0.6	2.3	-2	1.2	-0.8	1	-1.3	4	0.4
3	Cc1ccc(NC(=S)NC2CCCC2)c(C)c1	0.0	19*	0.7	3.3	-2	0.2	-1.0	-7	-0.6	-2	2.2
4	CN(Cc1cn(Cc2ccc(F)cc2)nn1)C1CN(Cc2cn(Cc3ccc(F)cc3)nn2)S(=O)(=O)C1 (stereo unspecified)	2.3	4	·	·	0	1.3	-1.3	-5	0.8	2	-2.5
5	CCN(CC)C(=O)Cn1cc(S(=O)(=O)CC(=O)NCc2ccc(C)cc2)c2ccccc21	-0.1	-4	-2.9	0.4	-1	-2.3	-1.0	-2	-0.5	-4	-1.1
6	CC(=O)c1ccc(NC(=O)CN2CCN(S(=O)(=O)c3ccc4c(c3)OCCO4)CC2)cc1	-1.6	-3	0.7	0.9	-1	-1.2	-1.8	1	-0.5	-3	0.0
7	CC1CCCCN1CCCNC(=O)c1ccc2c(=O)n(CCc3ccccc3)c(=O)[nH]c2c1 (stereo unspecified)	-0.1	-15	0.2	0.2	1	2.6	0.0	-1	1.7	-223	2.1
8	O=C(COc1ccc(Cl)cc1)NNC(=O)c1ccccc1C(=O)O	0.6	4	0.3	0.1	-1	-2.9	-0.9	4	4.5	-11	0.6
9	CCN(CC)S(=O)(=O)c1ccc(Cl)c(NC(=O)COC(=O)c2ccc([N+](=O)[O-])o2)c1	-0.5	4	-0.5	-1.5	-4	-0.5	0.0	1	0.4	6	0.0
10	COc1cccc(NC(=O)C(c2ccccc2)N2CCN(c3ccccn3)CC2)c1 (stereo unspecified)	0.0	-11	-0.1	0.1	0	-0.6	-1.5	2	-1.5	-8	-0.2
11	Cc1oc2cc3oc(=O)c(CCC(=O)NCCCN4CCOCC4)c(C)c3cc2c1C	3.1	6	0.1	2.5	1	0.3	-1.4	6	0.3	-486	4.0
12	OCCNC(=S)Nc1ccc2c(c1)OCCO2	0.5	-7	2.0	0.6	-1	0.7	-1.3	10	-1.8	-6	-0.2
13	CCNC(=S)Nc1cc(OCC)c(N2CCOCC2)cc1OCC	-0.4	7	2.7	-0.9	-1	-4.7	-0.7	-7	-2.9	3	0.0
14	CCOC(=O)c1c(NC(=O)COC(=O)c2ccc(C)s2)sc2c1CC(C)(C)NC2(C)C	2.2	-5	1.4	2.1	6	-0.8	-0.2	-4	0.0	4	2.6
15	Nc1nc(-c2ccco2)nn1C(=O)c1ccccc1	0.1	1	-3.6	0.0	-4	-0.6	-1.0	0	-1.7	2	-1.6
16	N#C/C(=C/c1cccs1)c1nc2ccccc2[nH]1	-0.1	1	6.9	-0.6	9.3*	-7.5	-0.7	3	6.8*	-53	18*
17	COc1ccc(S(=O)(=O)N2CCCCCC2)cc1NC(C)C(=O)Nc1ccc(NC(C)=O)cc1 (stereo unspecified)	-1.8	0	-0.3	-0.6	4	-1.7	-0.6	3	-1.9	-3	-0.5
18	CCOc1ccc2nc(NC(=O)C3=NNC(=O)CC3)sc2c1	1.4	-4	4.2	0.3	2	-1.9	-1.4	3	1.5	-45	3.3
19	Cc1ccc(S(=O)(=O)N2[C@@H](c3ccc(F)cc3)C(C(=O)O)=CC[C@H]2c2ccc(Cl)cc2)cc1	0.4	-44	0.7	0.8	-1	0.1	-1.4	-5	0.4	-7	-0.1
20	CCCCN(CCCC)CCCNC(=O)Cn1cc2c(n1)-c1c(oc(C(=O)N3CCCC3)c1C)CC2	0.2	-7	-8.4	0.6	0	0.3	-0.8	2	-1.4	-61	-1.2
21	N#CC1=C(N)Oc2cc3c(cc2C1c1ccc(Cl)cc1)OCO3 (stereo unspecified)	0.1	-24	-3.1	2.0	0	-1.7	-1.8	-1	-0.8	-40	0.1
22	CN(C)S(=O)(=O)c1cccc(C(=O)N=C2N=C3C=CC(Cl)=CN3Cc3ccccc32)c1	1.4	-5	5.3	3.3	4	1.5	0.1	4	4.9	-6	16*
23	CCCN1CCC(=O)N(CCSc2ccc(OC)cc2)CC1	-1.2	10	-6.3	-1.4	1	-1.9	-1.3	2	-0.7	2	1.0
24	COc1ccc(NS(=O)(=O)c2ccc(-c3ccccn3)s2)cc1	-0.5	-10	1.3	·	-6	-3.7	-1.2	-1	-1.2	-4	-1.2
25	COc1cc(/C=N/NC(=O)c2ccncc2)ccc1OC(=O)c1ccc([N+](=O)[O-])cc1	-0.3	2	0.4	-1.3	0	0.8	-1.1	3	-0.9	-1	-2.4
26	Cc1cc(C)cc(NC(=O)Cn2c(=O)oc3cc(S(=O)(=O)N4CCC(C)CC4)ccc32)c1	-0.8	-12	-0.8	-0.3	-2	-0.8	-1.7	6	-0.8	1	-1.2
27	Cc1ccc(S(=O)(=O)NC(=O)C2(C)CCN2C(=O)c2c(C)noc2C)cc1 (stereo unspecified)	0.4	-1	-1.2	·	-2	-1.1	-1.7	-1	-2.2	2	1.9
28	O=C(CCN1C(=O)/C(=C/c2cccc(Br)c2)SC1=S)Nc1cccnc1	0.4	5	0.8	-0.6	0	-1.0	-1.4	1	1.1	2	-0.2
29	COc1cccc(CC(NC(C)=O)C(=O)NC2CCN(c3c(Cc4ccccc4)c(C)nc4ncnn34)CC2)c1OC (stereo unspecified)	0.4	-5	-1.0	1.5	2	-1.3	-1.6	-6	-3.1	-1	-2.2
30	CC[C@]12c3[nH]c4cc(-c5ccco5)ccc4c3CCN1C(=O)[C@@H](CC(=O)NCCCN(C)C)C[C@@H]2C(=O)N1CCN(C(=O)C2CC2)CC1	-0.8	3	-0.3	0.2	-4	-1.6	-1.3	-5	0.4	-170	1.5
31	COc1cc([N+](=O)[O-])ccc1NC(=O)c1cccc(NC(=O)C(C)C)c1	-1.2	2	3.3	-1.4	-4	-0.9	-2.1	-8	-3.9	7	-1.1
32	CN(C)/C=C1\NC(=S)N(c2ccccc2)C1=O	0.1	-6	-0.2	-0.6	4	-4.8	-0.9	0	1.6	8	-2.7
33	CCOC(=O)c1ccc(NC(=S)NNC(=O)COC)cc1	-0.2	4	-1.3	2.3	-3	-1.5	-1.5	1	1.3	-8	-2.4
34	CC(OC(=O)CNC(=O)c1sc2ccccc2c1Cl)C(=O)NC1(C#N)CCCCC1 (stereo unspecified)	-0.3	-59	1.7	0.2	-4	0.4	-1.0	7	-2.7	-2	-0.8
35	Cc1cc(/C=N/NC(=O)c2cccc([N+](=O)[O-])c2)c(C)n1-c1ccccc1	-0.6	2	5.1	-0.6	3	-1.9	-0.4	-6	0.9	4	3.9
36	COc1ccc(S(=O)(=O)C(C#N)c2nc3ccccc3nc2N2CCC(C)CC2)cc1 (stereo unspecified)	0.1	-5	·	·	0	0.8	-1.3	8	0.8	-63	-0.2
37	O=C(Cc1ccc(F)cc1)Nc1ccccc1N1CCCC1	-0.2	1	-2.6	-0.2	2	-3.0	-1.0	3	0.0	-8	-0.5
38	CSc1ccccc1NC(=O)CN(C)CC(=O)NCC(=O)Nc1ccc(F)cc1	0.5	4	-0.5	0.4	-2	0.4	-0.8	-1	0.2	1	-1.0
39	COc1ccc(CN2CCCCCC2)c(C)c1C	0.3	9	1.5	-1.6	-2	0.6	-1.2	-5	-1.0	-3	-0.2
40	CCCCOc1ccc(S(=O)(=O)N2CCCCC2)cc1	-0.6	-8	2.6	1.1	-2	-1.3	-1.8	-3	-1.4	-4	-0.1
41	O=C(CCc1ccccc1)NCCSc1ccccc1	1.4	-2	2.6	0.6	4	0.2	-0.2	0	-0.2	0	4.6
42	O=C(COc1ccc(S(=O)(=O)N2CCOCC2)cc1Cl)NCc1ccco1	0.2	-3	0.3	-1.1	-2	-3.9	-0.8	-1	0.1	0	2.2
43	COC(=O)CSc1nnc(-c2cccnc2)o1	0.9	4	0.7	2.5	-3	-0.9	-1.2	-8	-1.7	1	1.1
44	CN1CCN(c2nc(-c3ccccc3)nc(-c3ccccc3)c2C#N)CC1	-0.5	-6	-0.1	0.0	0	0.5	-1.7	1	-0.4	-1	0.7
45	CCC1(c2ccccc2)ON(c2c(Br)cccc2Br)C1=O (stereo unspecified)	-0.3	4	-1.5	-0.8	-2	-0.6	-1.7	0	-1.9	-1	-2.3
46	Cc1ccc(NC(=O)c2ccccc2OCC(=O)c2ccccc2)cc1	-0.5	-6	-1.0	1.1	-3	2.2	-1.8	1	-1.5	0	-0.1
47	O=C(CSc1nnc(-c2cc3ccccc3cc2O)n1Cc1ccco1)N1CCc2ccccc2C1	-0.7	-54	-5.5	-0.2	-3	-0.3	-1.9	-5	-2.3	-106	0.4
48	FC(F)(F)c1nc(-c2ccncc2)ncc1-c1nnnn1-c1ccccc1	-0.9	-6	0.1	-1.0	-2	0.1	-1.1	·	-2.5	2	-2.2

Some of the entries so far, with two lines to a compound.
Every second line gives: DAX1 inh-1, HGIII-sPLA2 inh, FXN GAA850 act, DAX1 inh-2, SMARCA2 act, PG9 binder, ssDAF-12 act, Rev-erbA mod, hcDAF-12 act, PLCb3 inh, hgDAF12 agonist
6: CC(=O)c1ccc(NC(=O)CN2CCN(S(=O)(=O)c3ccc4c(c3)OCCO4)CC2)cc1
    -1.6, -3, 0.7, 0.9, -1, -1.2, -1.8, 1, -0.5, -3, 0.0
30: CC[C@]12c3[nH]c4cc(-c5ccco5)ccc4c3CCN1C(=O)[C@@H](CC(=O)NCCCN(C)C)C[C@@H]2C(=O)N1CCN(C(=O)C2CC2)CC1
    -0.8, 3, -0.3, 0.2, -4, -1.6, -1.3, -5, 0.4, -170, 1.5
